Screening data: PubChem, several laboratories
Efflux pump inh – antifungal efflux pump inhibition, Nile Red retention; inhibition, % at 10 µM; hit rate 0.44% among 330,000; AID 485275; S. cerevisiae Candida pump triplex;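 active means plate passing quality check with inhibition over a set limit, or well fluorescence over plate mean plus 4 SD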;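 further: Nile Red retained in pooled yeast measured as flow cytometry median fluorescence; 0% = buffer negative control and 100% = Enniatin B positive control; higher means more Nile Red kept so more efflux inhibition; some compounds called inactive have numbers as strong as hits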
ZTA DNA inh – counter-screen for EBNA-1 inhibitors: inhibitors of Epstein-Barr virus ZTA; ZTA-DNA binding, fluorescence polarization; inhibition, % at 11 µM; P03206; hit rate 0.15% among 320,000; in the data active means inhibition above about 33%
Target sequence (P03206 whole entry, looked up): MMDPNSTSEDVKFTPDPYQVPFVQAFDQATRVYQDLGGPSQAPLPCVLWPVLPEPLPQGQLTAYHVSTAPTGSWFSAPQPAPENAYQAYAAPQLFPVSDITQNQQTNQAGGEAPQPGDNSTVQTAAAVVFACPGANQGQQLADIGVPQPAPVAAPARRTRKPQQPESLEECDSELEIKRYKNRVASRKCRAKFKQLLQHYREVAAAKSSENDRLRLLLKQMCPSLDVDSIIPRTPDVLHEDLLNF
EBNA-1 inhibitor – blocks EBNA-1 binding to DNA | EBNA-1 DNA binding, fluorescence polarization | inhibition, % at 14.8 µM | hit rate 0.34% among 300,000; in the data active means inhibition above about 28%
PREPL inh – human PREPL enzyme inhibition. recombinant PREPL, fluorescence polarization activity-based probe. inhibition, % at 5.96 µM. hit rate 0.68% among 320,000. AID 2751; in the data active means inhibition above about 43%;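 further: 0% = enzyme with DMSO and 100% = wells lacking enzyme; many of its hits are not listed in these tables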
Target sequence (Q4J6C6 whole entry, looked up): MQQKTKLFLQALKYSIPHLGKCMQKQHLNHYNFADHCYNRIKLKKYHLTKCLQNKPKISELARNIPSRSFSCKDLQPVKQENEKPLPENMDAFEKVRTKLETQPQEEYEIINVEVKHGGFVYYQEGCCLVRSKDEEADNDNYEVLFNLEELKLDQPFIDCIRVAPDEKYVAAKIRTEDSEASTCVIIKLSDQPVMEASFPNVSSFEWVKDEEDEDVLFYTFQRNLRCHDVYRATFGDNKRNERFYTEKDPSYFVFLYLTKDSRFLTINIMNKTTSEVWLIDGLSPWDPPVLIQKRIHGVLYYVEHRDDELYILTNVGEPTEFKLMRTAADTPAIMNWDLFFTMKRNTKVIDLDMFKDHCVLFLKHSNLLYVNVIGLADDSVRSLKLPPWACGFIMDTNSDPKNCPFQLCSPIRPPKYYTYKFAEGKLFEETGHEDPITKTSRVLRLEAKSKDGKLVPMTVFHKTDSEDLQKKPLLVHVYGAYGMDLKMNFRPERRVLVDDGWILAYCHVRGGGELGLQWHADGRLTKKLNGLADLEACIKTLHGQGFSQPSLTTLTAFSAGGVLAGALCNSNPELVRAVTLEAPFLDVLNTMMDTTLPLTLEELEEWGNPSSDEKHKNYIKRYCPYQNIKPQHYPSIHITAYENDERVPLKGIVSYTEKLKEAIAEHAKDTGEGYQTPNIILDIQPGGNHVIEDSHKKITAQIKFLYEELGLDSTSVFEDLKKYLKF
TPT1 inh – blocks Candida albicans tRNA 2'-phosphotransferase. hit rate 0.81% among 300,000. AID 1962. recombinant caTPT1, FP RNA substrate dephosphorylation. inhibition, % at 5 µM;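 active means inhibition above the mean of all tested compounds plus 3 SD, set per screening campaign, cut at about 24% in these data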;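 further: plate controls were DMSO alone for no effect and ferristatin control at 100 nM for full effect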
PP5 primary – PP5 (human) phosphatase inhibition; AID 1987; P53041; hit rate 0.18% among 320,000; inhibition, % at 6.7 µM; purified PP5c, OMFP substrate fluorescence;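 active means inhibition above the campaign's mean inhibition across all tested compounds plus 3 SD, cut at about 9.5% in these data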;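 further: 0% = DMSO only and 100% = 100 µM cantharidin control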
Fh CTSL1 inh – counter-screen for PFM18AAP inhibitors: inhibitors of F. hepatica cathepsin L1. recombinant F. hepatica cathepsin L1, Z-Leu-Arg-MCA fluorescence. inhibition, % at 5.96 µM. hit rate 0.49% among 300,000;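 active means inhibition above the mean of all tested compounds plus 3 SD, set per screening campaign, cut at about 17% in these data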;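 further: 0% = plate median of test compound wells and 100% = 1 µM Z-Phe-Ala-diazomethylketone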
core dimer inh – blocks dimerization of HCV core protein. hit rate 0.33% among 300,000. inhibition, % at 5 µM. TR-FRET GST/Flag-core106 dimerization, 1536-well. AID 1899;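 active means inhibition above the mean of all tested compounds plus 3 SD, set per screening campaign, cut at about 45% in these data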
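System – GST-tagged and Flag-tagged HCV core protein residues 1-106 · Repeats – one well for each compound · Technique – TR-FRET 671 and 617 nm emission · Doses – one concentration, 5 µM, in 0.5% DMSO · Times – 4 h, 22.5 °C incubation · Also added – Eu donor and XL665 acceptor anti-tag antibodies · Measure – percent inhibition of core106 dimerization signal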
PP1 inh – blocks human PP1-alpha phosphatase, a PP5 counter-screen. P62136. purified PP1alpha, OMFP fluorescence. inhibition, % at 6.7 µM. hit rate 0.9% among 320,000. AID 2235;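 active means inhibition above the mean inhibition of all tested compounds plus 3 SD, computed separately for each screening campaign, cut at about 15% in these data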
An asterisk follows results filed as active. These rows are one share of the data. The share of hits here may be higher or lower than overall.

item	Compound	Efflux pump inh	ZTA DNA inh	EBNA-1 inhibitor	PREPL inh	TPT1 inh
1	O=C(O)CN1CCN(Cc2ccc(F)cc2Cl)C1=O	-0.1	12	15	5	-1
2	COC(=O)c1cc2c(N)c(C(=O)c3ccccc3)sc2nc1C(OC)OC	0.0	1	-8	3	6
3	CC(=O)c1ccc(OCc2ccc(C(=O)c3ccccc3)cc2)cc1	0.1	-3	-2	-2	1
4	CCn1nc(NC(=O)COC)c2cc3cccc(C)c3nc21	0.0	-14	-14	-1	4
5	CCN(CC)c1ccc(C(=O)OCc2c(C)noc2C)cc1	-0.1	5	-4	5	-1
6	O=P(CCCO)(Cc1ccccc1)Cc1ccccc1	0.1	4	-8	11	-1
7	O=C(Nc1ccon1)c1sc2cc(Cl)ccc2c1Cl	0.2	3	2	-16	3
8	COc1ccc(-c2nc(N)ncc2-c2ccc(Cl)cc2)c(O)c1	0.2	3	-15	8	-2
9	COC(=O)c1cccc(NC(=S)Nc2cccc(Cl)c2Cl)c1	-0.2	17	-6	3	1
10	CCNCc1nc2cc(OC)c(OC)cc2c(=O)[nH]1	0.3	-10	-13	13	2
11	NC(=O)C1CCN(C(=O)c2ccc3c(=O)n(Cc4ccco4)c(SCC(=O)c4ccccc4)nc3c2)CC1	0.6	11	-3	29	1
12	COc1ccc(-n2c3c(cc(C(=O)Nc4cccc(C)n4)c2=O)C(=O)CC(C)(C)C3)cc1	0.0	11	4	-1	0
13	Cc1cc2nc(-c3ccc(SCC(=O)Nc4ccc5c(c4)OCCO5)nc3)[nH]c2cc1C	0.1	8	8	9	11
14	CC(=O)CSc1ncnc2sc3c(c12)CCC3	0.0	14	11	-12	2
15	COc1ccc(CN2CCNC(=O)C2CC(=O)N2CCc3ccccc3C2)c(OC)c1 (centres undefined)	-0.1	-6	6	11	-2

item	PP5 primary	Fh CTSL1 inh	core dimer inh	PP1 inh
1	0.5	5	2	3
2	1.1	1	-7	-1
3	0.9	7	2	0
4	0.5	-1	-9	1
5	0.7	3	8	-2
6	-0.9	2	-2	-2
7	4.2	1	-3	4
8	6.2	4	-3	-1
9	0.3	0	2	-3
10	4.7	-1	0	-1
11	0.5	1	4	-2
12	-1.4	-4	5	-1
13	3.1	2	-60	5
14	-1.5	1	1	-6
15	0.3	0	-4	0

(continued)
item	Compound	Efflux pump inh	ZTA DNA inh	EBNA-1 inhibitor	PREPL inh	TPT1 inh
16	O=C(Nc1ccc(S(=O)(=O)N2CCCC2)cc1)c1ccccc1	-0.1	1	5	-2	-3
17	COc1ccc(C(=O)CSc2nc3nc(C)cc(C)n3n2)cc1OC	-0.1	-1	2	10	0
18	CCOc1cc2[nH]c(=S)n(CCc3ccc(OC)c(OC)c3)c(=O)c2cc1OCC	0.3	-2	-1	-8	1
19	NS(=O)(=O)c1cccc(NC(=O)CSc2nnnn2-c2ccccc2)c1	0.0	5	-8	-1	1
20	CSc1ncccc1C(=O)OCC(=O)N(C)c1c(N)n(Cc2ccccc2)c(=O)[nH]c1=O	0.0	-1	0	1	-3
21	O=C(Nc1ccccc1)OC1CCC2CC1CCC2OC(=O)Nc1ccccc1 (centres undefined)	-0.2	-12	-14	-5	-4
22	COc1ccc(OC)c(NC(=O)CC2SC(=N)N(c3ccccc3)C2=O)c1 (centres undefined)	0.0	-10	-10	7	-2
23	O=C(CCN1C(=O)/C(=C/C=C/c2ccccc2)SC1=S)Nc1nccs1	-0.1	1	4	2	5
24	O=C(Nc1nnc(CC(=O)N2CCOCC2)s1)c1cccs1	0.0	20	5	4	2
25	O=C1C=C(O)c2cccc(O)c2C1=O	0.3	5	-7	5	-1
26	CC(=O)c1ccc(-n2nncc2-c2ccc([N+](=O)[O-])cc2)cc1	0.1	2	-15	-2	2
27	O=C(C(Sc1ccccc1)c1ccccc1)N1CCN(c2ccccc2F)CC1 (centres undefined)	-0.1	-4	-3	-42	0
28	O=C(c1ccc(F)cc1)N1CCOCC1	0.0	-1	6	1	2
29	CCC(Oc1ccccc1)C(=O)Nc1ccc(S(=O)(=O)Nc2ncccn2)cc1 (centres undefined)	0.1	-37	-12	-1	1
30	Cc1nn(Cc2c(F)c(F)c(F)c(F)c2F)c(C)c1NC(=O)c1cccc(COc2ccc(Cl)cc2)c1	-0.2	11	3	9	-3

item	PP5 primary	Fh CTSL1 inh	core dimer inh	PP1 inh
16	1.8	1	1	-2
17	-1.7	0	-5	-1
18	3.6	-4	1	-4
19	-2.1	0	-4	-1
20	-2.0	0	-3	-2
21	3.3	-1	17	3
22	3.1	-1	4	-1
23	1.3	1	4	3
24	-3.0	7	1	-2
25	5.0	0	-15	-2
26	-1.8	-3	0	-1
27	3.3	1	21	2
28	-2.9	2	-2	-2
29	-3.9	5	-6	7
30	3.1	3	15	-1

Reprinted at random: 5 entries already listed.
item	Compound	Efflux pump inh	ZTA DNA inh	EBNA-1 inhibitor	PREPL inh	TPT1 inh
23	O=C(CCN1C(=O)/C(=C/C=C/c2ccccc2)SC1=S)Nc1nccs1	-0.1	1	4	2	5
20	CSc1ncccc1C(=O)OCC(=O)N(C)c1c(N)n(Cc2ccccc2)c(=O)[nH]c1=O	0.0	-1	0	1	-3
16	O=C(Nc1ccc(S(=O)(=O)N2CCCC2)cc1)c1ccccc1	-0.1	1	5	-2	-3
30	Cc1nn(Cc2c(F)c(F)c(F)c(F)c2F)c(C)c1NC(=O)c1cccc(COc2ccc(Cl)cc2)c1	-0.2	11	3	9	-3
27	O=C(C(Sc1ccccc1)c1ccccc1)N1CCN(c2ccccc2F)CC1 (centres undefined)	-0.1	-4	-3	-42	0

item	PP5 primary	Fh CTSL1 inh	core dimer inh	PP1 inh
23	1.3	1	4	3
20	-2.0	0	-3	-2
16	1.8	1	1	-2
30	3.1	3	15	-1
27	3.3	1	21	2

Further results:
item	Compound	Efflux pump inh	ZTA DNA inh	EBNA-1 inhibitor	PREPL inh	TPT1 inh
31	O=C(NNC(=O)c1cc2ccccc2cc1O)c1cccs1	-0.1	-6	-2	21	-1
32	COC(=O)C(C(=O)OC)C(C[N+](=O)[O-])c1ccc(OC)cc1 (centres undefined)	0.5	2	4	12	1
33	CC(C)Sc1nc(N2CCOCC2)c2c(c1C#N)CC(C)(C)N(C)C2	-0.1	-4	1	19	-28
34	CCCCCOCC1CC(C/C(C)=N/NC(N)=O)(C(=O)OCC)C(=O)O1 (centres undefined)	-0.1	11	10	17	1
35	O=C(NCCO)c1cccc2c1-c1ccccc1C2=O	0.1	12	3	1	0
36	O=C(CSc1nc(=O)n(CCCN2CCOCC2)c2c1CCCC2)Nc1ccc(F)c(F)c1	-0.1	8	-3	15	-1
37	COc1cccc(/C=C2\CCC(C3CCCC3)C2=O)c1OC (centres undefined)	0.3	-12	3	-4	0
38	O=C(N/N=C/C=C/c1ccc([N+](=O)[O-])cc1)C1COc2ccccc2O1 (centres undefined)	-0.1	-10	-9	13	2
39	CCCCOCCCNC(=O)Cc1ccccc1OC	0.0	-2	-1	7	-6
40	COc1ccc(C(C(=O)NC2CCCCC2)N(Cc2cccnc2)C(=O)c2snc(C(N)=O)c2N)cc1 (centres undefined)	0.3	-7	-6	-1	0
41	O=C1C=C(c2ccccc2)CCC1	0.1	1	7	12	1
42	COCCCNC(=O)C(=O)NCC1CCCN1S(=O)(=O)c1cccs1 (centres undefined)	-0.1	-7	16	6	-2
43	CN(Cc1nc(-c2cnccn2)no1)Cc1n[nH]c2c1CCCCC2	0.2	-7	-3	-4	2
44	COCCN1CCN(C(=O)c2ccc3oc(CCc4ccccc4)nc3c2)CC1	0.4	-9	-2	17	-3
45	CN(C)c1ncc(S(=O)(=O)c2ccccc2)c(-c2ccc(Cl)cc2Cl)n1	0.1	-18	-10	-4	0

item	PP5 primary	Fh CTSL1 inh	core dimer inh	PP1 inh
31	2.8	-4	1	-7
32	2.0	0	-3	-2
33	1.6	8	-3	5
34	-1.3	-2	-7	-2
35	2.7	-1	-4	-4
36	2.1	2	-1	-4
37	0.3	0	-3	-1
38	1.4	-1	-2	2
39	-0.1	-4	-1	-2
40	0.7	0	0	0
41	-1.0	-5	-18	-3
42	-0.9	-11	-1	4
43	0.1	-1	3	-1
44	4.8	3	6	-7
45	1.4	4	-6	2

Remaining list, next part:
item	Compound	Efflux pump inh	ZTA DNA inh	EBNA-1 inhibitor	PREPL inh	TPT1 inh
46	CCO/C=N/Nc1nc(C(F)(F)F)nc2c1cnn2Cc1ccccc1	0.0	-1	-13	-4	-1
47	Cc1ccc(CNC(=O)C23CN(Cc4ccccc4)CC2C(c2cccc([N+](=O)[O-])c2)=NO3)cc1 (centres undefined)	0.4	14	6	16	-2
48	CC(C)C(NC(=O)C1CCCCC1)C(=O)NCc1ccccn1 (centres undefined)	0.0	3	-3	-5	-4
49	COc1ccc2oc(C(=O)c3ccccc3)c(N)c2c1	0.0	-4	-6	5	2
50	CCOc1ccccc1N1CCN(C(=O)C(F)(F)F)CC1	0.0	0	-6	9	0
51	C#CCOCCOCCOCCNc1nc(N2CCN(C(=O)Cn3cc(CCCN=C(N)N)nn3)CC2)nc(N2CCN(C(=O)[C@H](C)n3cc(CCCN=C(N)N)nn3)CC2)n1	-0.1	-7	3	13	-3
52	COC(=O)CSc1nnc(CNC(=O)c2ccccc2OC)n1-c1ccc(OC)cc1	0.2	-6	-3	0	-3
53	Cc1cc(S(=O)(=O)N2CCCC(N(C)CCc3ccccn3)C2)c(C)s1 (centres undefined)	0.1	11	3	-1	-2
54	COc1ccc(CC(=O)OCC(=O)NCc2ccco2)cc1	0.2	-6	1	9	1

item	PP5 primary	Fh CTSL1 inh	core dimer inh	PP1 inh
46	3.0	-6	-1	4
47	4.4	1	20	14
48	0.9	-3	-3	-2
49	4.3	4	-8	-1
50	0.6	1	-1	-1
51	2.1	-3	3	1
52	0.4	-4	-3	-5
53	1.7	-3	6	0
54	1.6	8	2	-3
